Compound activity: PubChem BioAssay, National Center for Advancing Translational Sciences (NCATS)
B2AR arrestin – qHTS assay of beta-arrestin-biased ligands of beta2-adrenergic receptor; Potency, µM (doses to about 46.1 µM), without a hit: top-dose activation, usual class: activators; beta-arrestin recruitment to beta2AR, cell-based reporter; 0.02% of 330,000 active;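 also: potency is read from the fitted curve at half-maximal effect; 0% = DMSO controls and full agonism = EC100 isoproterenol or metaproterenol; nearly all actives have a fitted effect of over 65% in size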
Target sequence (P07550 whole entry, looked up): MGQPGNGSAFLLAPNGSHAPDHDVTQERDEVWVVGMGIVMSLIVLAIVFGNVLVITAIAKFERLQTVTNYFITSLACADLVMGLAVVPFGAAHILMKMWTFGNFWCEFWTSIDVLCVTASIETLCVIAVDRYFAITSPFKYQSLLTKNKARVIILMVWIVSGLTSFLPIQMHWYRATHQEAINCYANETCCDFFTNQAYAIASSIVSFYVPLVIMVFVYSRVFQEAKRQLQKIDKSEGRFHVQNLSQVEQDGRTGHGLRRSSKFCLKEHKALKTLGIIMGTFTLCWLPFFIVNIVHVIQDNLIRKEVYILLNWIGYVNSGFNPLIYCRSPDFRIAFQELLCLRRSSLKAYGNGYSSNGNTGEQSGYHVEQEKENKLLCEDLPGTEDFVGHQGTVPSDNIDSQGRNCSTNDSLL
KCNH2 3.1 inh – qHTS for Inhibitors of KCHN2 3.1: Mutant qHTS; U2OS KCNH2 3.1, thallium flux FluxOr; hits give low values; activity change, % (tested at about 1.8 µM); 0.95% of 340,000 active; AID 720553, 2013;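 active = maximum activity change below -70%; inconclusive = maximum activity change from -70% to -50%; inactive = maximum activity change above -50%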;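 also: thallium influx rate constant from kinetic fluorescence after stimulation buffer; % is scaled to controls: 0 for no effect and ±100 for the full control effect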
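Kinetic fluorescence (2 min after stimulation buffer) measures Tl+ influx through KCNH2 3.1 expressed by viral transduction in U2OS cells; the rate constant is normalized against DMSO controls serving as positive and negative references.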
MLL CXXC-DNA inh – qHTS Fluorescence Polarization Assay for Inhibitors of MLL CXXC domain - DNA interaction. Histone-lysine N-methyltransferase 2A (Homo sapiens), Q03164. MLL-CXXC / FITC-HOXA9 DNA fluorescence polarization. Potency, µM (series often up to 115 µM), for the others: at the top dose activity change, negative = inhibition, most hits filed as inhibitors. 0.037% of 290,000 active. AID 2662, 2010; active = well fitted inhibition curve with a large enough effect in the polarisation, with a control signal flat, not every such curve was filed as active; inconclusive = small, poorly fitted or top-dose-only effect, or effect the other way, or a change in a side signal; inactive = no such curve, though single readings can be large or run the other way; the % refers to the polarisation; also: potency is read from the fitted curve at half-maximal effect
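Fluorescence polarization: 7 uM MLL-CXXC (stock) preincubated 5 min with compounds, then 50 nM fluorescein-HOX-A9 DNA (stock) added; 30 min ambient. Buffer 50 mM Tris-HCl pH 7.5, 50 mM NaCl, 1 mM DTT, 0.05% BSA.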
GALK inhibitor – qHTS Assay for Inhibitors of Human Galactokinase (GALK); P51570; Purified GALK, Kinase-Glo residual ATP luminescence; Potency, µM (titrated, usually from 57.5 µM), without a hit: at the top dose activity change, negative = inhibition, hits mostly inhibitors; 0.007% of 270,000 active; AID 1868, 2009; also: potency is read from the fitted curve at half-maximal effect; % is scaled to controls: 0 for no effect and ±100 for the full control effect
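ATP-depletion format; final 35 uM ATP, 100 uM D-galactose, 5 nM enzyme; pH 8.0 HEPES/Mg2+ buffer; 60 min RT; luminescence read 10 min after detection reagent.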
Coupling enz – qHTS Assay for Inhibitors of Fructose-1,6-bisphosphate Aldolase from Giardia Lamblia: Coupling assay counterscreen. coupling enzyme system counterscreen, AmpLite Red fluorescence. activity change, negative = inhibition, % at 58.2 µM, hits read low. 0.67% of 290,000 active. AID 2472, 2010; in the data active = activity change below about -30%; also: % is scaled to controls: 0 for no effect and ±100 for the full control effect
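Counterscreen lacking aldolase: glyceraldehyde-3-phosphate coupling-enzyme reagent preincubated 10 min at RT with compound (at 57.5 uM final), then substrate/coupling system with AmpLite Red added; fluorescence read at 525/598 nm after 20 min RT.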
hERG WT inh – qHTS for Inhibitors of KCHN2 3.1: Wildtype qHTS. Voltage-gated inwardly rectifying potassium channel KCNH2 (Homo sapiens), Q12809. U2OS, BacMam KCNH2, thallium flux FluxOr; hits give low values. activity change, % at 1.84 µM. 0.37% of 340,000 active;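 active = maximum activity change below -70%; inconclusive = maximum activity change between -70% and -50%; inactive = maximum activity change above -50%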; also: % is scaled to controls: 0 for no effect and ±100 for the full control effect
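U2OS cells transduced with wild-type KCNH2 virus are loaded with FluxOr dye for 45 min, and thallium flux is measured in kinetic reads before and after stimulation buffer. Rate constants are normalized to DMSO controls.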
USP2a inh – qHTS Assay for Inhibitors of Ubiquitin-specific Protease USP2a Using CHOP2 as the Reporter | Ubiquitin carboxyl-terminal hydrolase 2 (Homo sapiens), O75604 | USP2 core, Ub-CHOP2 coupled fluorogenic reporter, 485/531 | 0.01% of 330,000 active | Potency, µM (highest dose often 38.3 µM), without a hit: at the top dose activity change, negative = inhibition, usual class: inhibitors | AID 463254, 2010;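 also: potency is read from the fitted curve at half-maximal effect; plate controls were DMSO wells for no effect and full inhibition by NEM control for full effect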
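USP2 core (10nM final) preincubated 30min RT with compound in 20mM Tris-HCl pH 8.0, 2mM CaCl2, 2mM beta-mercaptoethanol, 0.05% CHAPS; 25nM Ub-CHOP2 plus 25nM reporter substrate added, fluorescence (Ex485/Em531) read after 60min.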
Menin MLL FP TR – qHTS Assay for Inhibitors Targeting the Menin-MLL Interaction in MLL Related Leukemias: Competition With Texas Red Labeled MLL-derived Mutant Peptide; 0.23% of 270,000 active; O00255; Potency, µM (highest dose often 61.6 µM), inactives show at the highest dose FP activity change, negative = inhibition, hits mostly inhibitors; Menin + Texas Red MLL mutant peptide, fluorescence polarization; active = well fitted inhibition curve with a large enough effect in the polarisation, with a control signal flat, not every such curve was filed as active; inconclusive = small, poorly fitted or top-dose-only effect, or effect the other way, or a change in a side signal; inactive = no such curve, though single readings can be large or run the other way; the % refers to the polarisation; also: potency is read from the fitted curve at half-maximal effect; % of control where 0% means no effect; many of its hits are not listed in these tables
Target sequence (O00255 whole entry, looked up): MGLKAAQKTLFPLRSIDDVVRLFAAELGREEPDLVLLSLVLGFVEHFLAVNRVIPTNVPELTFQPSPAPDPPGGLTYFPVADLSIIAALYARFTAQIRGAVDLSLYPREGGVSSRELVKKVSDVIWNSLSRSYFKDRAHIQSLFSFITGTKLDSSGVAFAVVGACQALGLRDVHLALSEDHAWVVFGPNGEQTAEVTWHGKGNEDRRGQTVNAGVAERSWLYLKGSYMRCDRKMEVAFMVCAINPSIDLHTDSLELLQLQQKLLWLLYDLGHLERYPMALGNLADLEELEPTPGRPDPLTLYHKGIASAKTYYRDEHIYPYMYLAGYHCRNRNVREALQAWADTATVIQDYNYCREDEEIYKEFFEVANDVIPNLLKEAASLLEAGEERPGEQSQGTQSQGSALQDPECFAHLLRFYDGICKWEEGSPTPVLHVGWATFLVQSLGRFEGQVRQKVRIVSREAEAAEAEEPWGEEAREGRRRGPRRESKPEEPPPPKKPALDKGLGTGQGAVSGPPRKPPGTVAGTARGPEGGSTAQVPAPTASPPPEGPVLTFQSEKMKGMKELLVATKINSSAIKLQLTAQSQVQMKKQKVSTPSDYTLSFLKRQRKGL
TRPV1 ag – HTS Assay for Compounds that Act as Agonists of the Vanilloid Receptor 1; Transient receptor potential cation channel subfamily V member 1 (Homo sapiens), Q8NER1; TRPV1-expressing cells, Fluo-8 calcium influx, agonist mode; activation, % at 8.33 µM; 0.19% of 320,000 active; AID 540275, 2011; in the data active = activation above about 80%; inconclusive = between about 30% and that limit; also: 0% is about no effect
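TRPV1-expressing cells were cultured overnight at 35.5C and loaded with Fluo-8 calcium dye for 40 to 90 min at room temperature. After a 10 s baseline, compound was added and calcium influx was read kinetically for 3 min (ex 480/em 520 nm).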
Giardia kill – Small Molecules that selectively kill Giardia lamblia: qHTS. 0.15% of 340,000 active. AID 540267, 2011. Giardia lamblia trophozoite viability. activity change, % at 7.66 µM, hits read low; in the data active = activity change below about -80%; inconclusive = between about -30% and that limit;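 also: parasites exposed to compound for two days anaerobically before the ATP read; % is scaled to controls: 0 for no effect and ±100 for the full control effect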
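Anaerobic 48 hrs incubation at 37 deg C of 100 trophozoites/well with test compounds; ATPLite 1-Step luminescence, 15-30 min RT, reports cellular ATP as viability.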
PKM2 activator – qHTS Assay for Activators of Human Muscle isoform 2 Pyruvate Kinase | Pyruvate kinase PKM (Homo sapiens), P14618 | purified PKM2, Kinase-Glo ATP luminescence, activation; response scale: 0% is enzyme alone, no compound | Potency, µM (doses to about 57.5 µM), inactives show top-dose activation, hits mostly activators | 0.34% of 260,000 active | AID 1631, 2009; also: potency is read from the fitted curve at half-maximal effect; % is scaled to controls: 0 for no effect and ±100 for the full control effect; nearly all actives have a fitted effect of over 55% in size
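hPK-M2, >95% pure; 0.1 mM ADP / 0.5 mM PEP final; imidazole pH7.2 buffer w/ 7 mM MgCl2, 50 mM KCl; 1 h RT; Kinase-Glo lum. Intermediate enzyme activity for dual inhibitor/activator qHTS.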
Numbers without * were called inactive; ? = inconclusive; nt = not tested or not shown. Unless noted, calls follow the shape of the dose curve; as a rule, active = well fitted curve in the direction sought with a large enough effect; inconclusive = small, poorly fitted or top-dose-only effect, or another doubt; inactive = no such curve, though single readings can be large; an effect the other way counts as inactive or inconclusive. A portion of the library, so the mix of outcomes need not match the whole.

SMILES | B2AR arrestin | KCNH2 3.1 inh | MLL CXXC-DNA inh | GALK inhibitor | Coupling enz | hERG WT inh | USP2a inh | Menin MLL FP TR | TRPV1 ag | Giardia kill | PKM2 activator
CCOC(=O)c1sc(NC(=O)/C=C/c2c(F)cccc2Cl)nc1C | -0.3% | 5 | -7% | 0% | 4 | -14 | 1% | -8% | -1 | -23 | 2%
CCOC(=O)C1=C(NC(=S)NC(=O)c2ccccc2)c2ccccc2CC1C(C)C (stereo not given) | -0.2% | 4 | 19% | 0% | -1 | -16 | -6% | 6% | ? | -2 | 4%
Cc1cc(C)n(-c2nc3c(c(=O)[nH]c(=O)n3C)n2C)n1 | 0.2% | 5 | 8% | 4% | 0 | -3 | 4% | 2% | 1 | -12 | -4%
Cc1cc(C)c(C)c(S(=O)(=O)Nc2ccccc2C(=O)NCCCN2CCOCC2)c1C | -0.1% | -14 | 9% | 1% | -2 | 7 | 3% | 0% | 3 | 19 | -3%
COc1ccccc1-n1cnnc1SCC(=O)Nc1ncc(Cl)cc1Cl | -0.1% | -17 | 10% | 2% | 1 | 5 | 3% | 0% | 0 | 19 | 14%
CCOC(=O)C1C(=O)CC(C)(O)C(C(=O)OCC)C1c1cccc(OC)c1 (stereo not given) | -1.2% | 8 | 6% | 4% | -2 | -8 | 0% | -1% | -1 | -14 | -7%
CCOc1cc(CNc2ccccc2)cc(Br)c1OCc1ccccc1F | 0.0% | 2 | 3% | -2% | -1 | 0 | 0% | nt | -3 | -13 | 1%
CC(Oc1cccnc1[N+](=O)[O-])C(=O)Nc1ccc(Cl)cn1 (stereo not given) | -0.2% | -21 | nt | nt | nt | 1 | -1% | nt | 1 | -15 | nt
CCOc1ncccc1C(=O)NCCc1ccc(OC)cc1 | 0.6% | -3 | -7% | -1% | 1 | 18 | -1% | -16% | 12 | 8 | -2%
Cc1c2c(nc3c(C(=O)NC4CCCCC4C)cnn13)CCCC2 (stereo not given) | 0.2% | nt | 1% | -2% | 1 | nt | 0% | ? | ? | nt | -21%
CC1CCN(C(=O)c2ccc(N3C(=O)c4ccccc4C3=O)cc2)CC1 | 0.2% | -14 | -9% | 0% | 2 | 0 | -8% | -13% | 7 | 16 | 3%
Cc1cccc(C(=O)OCC(=O)NC23CC4CC(CC(C4)C2)C3)c1O | -0.2% | -25 | nt | nt | nt | -5 | 7% | nt | nt | -2 | nt
CCC1CCCCN1C(=O)CSc1nnc(-c2ccc(Cl)cc2)o1 (stereo not given) | -1.0% | -6 | 7% | 2% | 2 | -8 | 1% | 0% | 13 | -10 | 5%
CCOC(=O)c1cc2sccc2n1Cc1ccc(C#N)cc1 | -0.2% | -4 | -2% | -3% | 0 | -6 | 1% | 0% | 3 | 5 | 4%
COC(=O)c1ccccc1NC(=O)CCS(=O)(=O)c1ccc(Br)cc1 | 0.2% | 3 | ? | 0% | 1 | -8 | -1% | -19% | 11 | -18 | -3%
C/C(=N\NC(=O)c1ccn(C)n1)c1ccc(NC(=O)c2cccc(F)c2)cc1 | -0.1% | -4 | 16% | -4% | nt | -20 | -9% | nt | 13 | -22 | -7%
COc1ccc(-n2c(SCC(=O)Nc3cccc(C(=O)O)c3)nnc2-c2ccco2)cc1 | 0.7% | 16 | 9% | -1% | -1 | -9 | 1% | 16% | -3 | 1 | -6%
CCNC(=O)COc1ncnc2scc(-c3ccc(F)cc3)c12 | -0.5% | -28 | -3% | 2% | 5 | -3 | 0% | 10% | 1 | 10 | 3%
Nc1cc(-c2ccc(Cl)cc2)nn1-c1ccccc1 | 0.1% | 8 | 0% | 7% | 3 | 7 | -3% | ? | 3 | 9 | -3%
COc1ccc(CCN2C(=O)NC(NS(=O)(=O)c3ccc(NC(C)=O)cc3)(C(F)(F)F)C2=O)cc1OC (stereo not given) | 0.2% | -10 | 4% | -4% | 4 | ? | 10% | 5% | -3 | -1 | -3%
CCOC(=O)Cc1c[nH]c(=S)[nH]c1=O | -0.6% | -20 | 6% | 5% | 6 | -4 | 4% | -1% | -2 | -8 | -4%
C=CCn1c(SCC(=O)Nc2sc3c(c2C#N)CCC3)nnc1C1COc2ccccc2O1 (stereo not given) | -0.2% | -3 | 4% | 2% | 4 | 0 | -10% | -9% | -4 | -6 | -3%
CCOc1ccccc1N(C(=O)CNC(=O)c1ccco1)C(C(=O)NC1CCCC1)c1ccncc1 (stereo not given) | -0.4% | -10 | -2% | 10% | 1 | -18 | 0% | -8% | 1 | 0 | 1%
Cc1ccc(S(=O)(=O)c2cnc(-c3ccccc3)nc2N2CCCCC2)cc1 | -0.1% | -10 | 18% | -2% | 0 | nt | 0% | 11% | 13 | -4 | 0%
CN1c2ccsc2/C(=N/NC(=O)c2c(F)cccc2F)CS1(=O)=O | 0.5% | 8 | 3% | -2% | -2 | -5 | 1% | 18% | 3 | 3 | -3%
More compounds.
SMILES | B2AR arrestin | KCNH2 3.1 inh | MLL CXXC-DNA inh | GALK inhibitor | Coupling enz | hERG WT inh | USP2a inh | Menin MLL FP TR | TRPV1 ag | Giardia kill | PKM2 activator
Cc1cccc(C(=O)NCc2nnc3c4ccccc4c(-c4ccccc4)nn23)c1 | 0.0% | -15 | -2% | -2% | 4 | -1 | 1% | -15% | 5 | -4 | 0%
Cc1scc(C(=O)NNC(=S)NCC(C)C)c1C | -1.0% | -18 | 12% | 1% | 0 | 0 | 5% | 16% | 8 | 6 | 0%
Cc1onc(-c2ccccc2)c1C(=O)OCCOc1ccc([N+](=O)[O-])cc1[N+](=O)[O-] | -1.0% | -7 | -7% | 5% | -1 | 0 | -8% | ? | 2 | 3 | nt
Cc1ccc2nc(-c3ccncc3)cc(C(=O)Nc3ccncc3)c2c1 | -0.3% | -4 | 11% | 0% | -1 | 7 | 0% | 0% | 4 | 7 | 1%
N#C/C(=C\c1ccc(Sc2nc3ccccc3[nH]2)o1)c1ccccc1 | 0.3% | -9 | -10% | 2% | -3 | 3 | -12% | -1% | 18 | 3 | 11%
CCN(CC)C(=O)CSc1nnc2cc(C)c3ccccc3n12 | 0.1% | -16 | 9% | 0% | -6 | 2 | 0% | -16% | 6 | 8 | -7%
CCC(C)N=Cc1c(Nc2ccccc2)nc2c(C)cccn2c1=O (stereo not given) | -0.3% | -10 | -4% | 3% | 1 | 24 | 2% | nt | 12 | -28 | -7%
COc1ccc(S(=O)(=O)N2CCOCC2)cc1NC(=O)COC(=O)C1CCC1 | 0.1% | -15 | nt | nt | nt | -2 | 4% | nt | -1 | 1 | nt
Cc1cc(OCC(=O)O/N=C(\N)c2ccccc2)ccc1Cl | -0.1% | -1 | 9% | 0% | 1 | -4 | 1% | -27% | 3 | -11 | -7%
CC(NC(=O)C(=O)c1cn(CC(=O)N2CCOCC2)c2ccccc12)c1ccccc1 (stereo not given) | 0.0% | 0 | 5% | 0% | nt | 3 | -2% | nt | 4 | 21 | nt
COC(=O)c1ccc(N2CCOCC2)c(NC(=O)c2cccs2)c1 | 0.2% | -5 | ? | 8% | -2 | -19 | 1% | -18% | 5 | -11 | -2%
CC1(C)Cc2cccc(C(=O)Nc3ccc(F)cc3F)c2O1 | -0.7% | -38 | -11% | 0% | 1 | 10 | 4% | nt | 12 | -24 | 1%
CCN(CC)CCNC(=O)C(=O)Nc1ccc2c(c1)N(S(=O)(=O)c1cccs1)CCC2 | -0.8% | -26 | nt | nt | nt | 26 | 0% | nt | 7 | 23 | nt
COc1cccc(OCC(=O)Nc2ccncc2)c1 | -4.6% | 24 | -1% | -4% | 0 | -7 | 1% | ? | 16 | 4 | 0%
